Screening data: PubChem, several laboratories
NOD1 NF-kB reporter = inhibition of NOD1-driven NF-kB reporter – cell-based, luminescence, uHTS, primary screen (AID 1578). NOD1-driven NF-kB luciferase reporter cells, luminescence; higher % means a stronger effect. one-dose inhibition, % at 4 µM; EC50 in µM for titrated hits. 290,000 tested, 1% active; in the data active = inhibition mostly above about 36%, no sharp cut-off; inactive = mostly below about 34%;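 also: HEK-293T reporter cells stimulated with the NOD1 agonist gamma-tri-DAP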
KOR beta-arrestin-1 = kappa opioid receptor blockers – cell-based, luminescence, uHTS (AID 1778); 290,000 tested, 0.091% active; inhibition, % at 10 µM; hits with a dose series show IC50 in µM; KOR beta-arrestin recruitment, luminescence, antagonist mode; higher % means a stronger effect; also: strong numbers were not always called active
Myeloid diff 2 = compounds promoting myeloid differentiation; 360,000 tested, 1% active; calls only at 10 µM; ER-HoxA9 myeloid progenitors, lysozyme-GFP differentiation, flow cytometry; AID 624256;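 active = normalized GFP-positive differentiation at or above the plate's own cutoff, the solvent-only control mean plus 3 SD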;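 also: cells exposed to compound for four days before flow analysis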
NOD2 inhibition = NOD2 signaling inhibitors, cell-based, luminescence, uHTS, HEK293 (AID 1566); inhibition, % at 4 µM, or EC50 in µM where a hit was titrated; HEK293 NOD2/NF-kB luciferase reporter, luminescence; higher % means a stronger effect; 290,000 tested, 0.63% active; also: many of its hits are not listed in these tables
Salmonella PhoP GFP = PhoP-dependent GFP reporter repression – Salmonella Typhimurium, primary screen (AID 1863); S. Typhimurium PhoP-regulated promoter GFP reporter, 4 h; higher % means a stronger effect; inhibition, % at 50 µM, or IC50 in µM where a hit was titrated; 300,000 tested, 0.16% active;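 active = inhibition over 29.93%, a cutoff 3 SD above the screen mean, later confirmed by dose response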;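 also: 0% = low Mg2+ inducing control and 100% = high Mg2+ repressing control; strong numbers were not always called active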
Siah-1 displacement = blockers of Siah-1 interaction with plectin peptide – biochemical, fluorescence polarization, rhodamine-plectin, uHTS, primary screen (AID 1817). Siah-1 / rhodamine-plectin peptide fluorescence polarization; higher % means a stronger effect. displacement, % at 20 µM, or IC50 in µM where a hit was titrated. 290,000 tested, 0.02% active;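 active = displacement of at least 50% at 20 µM, with a fluorescence ratio check between 0.3 and a set limit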;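 also: plate controls were Siah plus tracer with DMSO for no effect and tracer alone without Siah for full effect; strong numbers were not always called active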
KOR beta-arrestin-2 = kappa opioid receptor activators – cell-based, luminescence, uHTS, primary screen (AID 1777); KOR beta-arrestin recruitment, luminescence; higher % means a stronger effect; activation, % at 10 µM; hits with a dose series show EC50 in µM; 280,000 tested, 0.02% active; in the data active = activation above about 50%, passing the limit was not always enough; also: a part of the inactive calls stands beside numbers as strong as those of hits
HIV fusion peptide = inhibitors of HIV fusion peptide binding, primary screen, biochemical, uHTS, fluorescence dequenching (AID 1986); cell-free peptide binding, fluorescence dequenching, 30 min; higher % means a stronger effect; inhibition, % at 20 µM; hits with a dose series show IC50 in µM; 290,000 tested, 0.3% active; in the data active = inhibition mostly above about 52%, no sharp cut-off; inactive = mostly below about 76%; also: some results filed as inactive read as strong as hits
LYP phosphatase = PTPN22 lymphoid phosphatase activity blockers – biochemical, fluorescence intensity, uHTS (AID 1779). recombinant LYP phosphatase, fluorescence intensity; higher % means a stronger effect. one-dose inhibition, % at 11.5 µM; IC50 in µM for titrated hits. 290,000 tested, 0.054% active;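 also: plate controls were vehicle with enzyme for no effect and no enzyme for full effect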
Myeloid diff 2 GFP+ MAC1+ % = second read-out of Myeloid diff 2, no call of its own (marks repeat the call); GFP+ MAC1+ double positive, %; measured here: differentiation confirmed by MAC1 staining
* hit, by the source's call; i = inactive; . = not tested or not shown; [ ] = another dose, or the depositor's remark. Rule as the data show it, unless noted: active = inhibition above about 50%; inactive = the rest. The list is partial (hit frequency here may not be typical).

The opening 2 entries, ahead of the listing:
nr	SMILES	NOD1 NF-kB reporter	KOR beta-arrestin-1	Myeloid diff 2	Myeloid diff 2 GFP+ MAC1+ %	NOD2 inhibition
1	Oc1c(N=NC(=S)Nc2ccccc2F)c2ccccc2n1Cc1ccccc1	13%	11%	i	0.8	-2%
2	Fc1ccc(N2CN(Cc3cccnc3)CNC2=S)cc1	-16%	23%	i	0.7	10%

nr	Salmonella PhoP GFP	Siah-1 displacement	KOR beta-arrestin-2	HIV fusion peptide	LYP phosphatase
1	-2%	-14%	-5.1%	-2.7%	2%
2	-8%	7%	1.5%	-1.2%	-6%

Results, repeating the preview:
nr	SMILES	NOD1 NF-kB reporter	KOR beta-arrestin-1	Myeloid diff 2	Myeloid diff 2 GFP+ MAC1+ %	NOD2 inhibition
1	Oc1c(N=NC(=S)Nc2ccccc2F)c2ccccc2n1Cc1ccccc1	13%	11%	i	0.8	-2%
2	Fc1ccc(N2CN(Cc3cccnc3)CNC2=S)cc1	-16%	23%	i	0.7	10%
3	O=C(Nc1ccccc1Cl)C1C(c2ccccc2)C1(Cl)Cl (stereo not drawn)	24%	-36%[20 µM]	i	0.2	5%
4	CN(CC(=O)O)S(=O)(=O)c1ccc2oc3ccccc3c2c1	-48%	6%	i	0.5	1%
5	COc1ccc(/C=C/C(=O)Nc2nnc(C(C)C)s2)cc1OC	1%	-5%	i	0.1	32%
6	CC1(C)CC(=O)/C(=N/Nc2ccc(Cl)cc2)CO1	-6%	5%	i	0.1	-153%
7	CCC(=O)Nc1ccc(NC(=O)c2c(C)nc3ccccn23)cc1	-34%	5%	i	8.4	3%
8	CCOC(=O)CN1C2=NCCCN2c2ccccc21	-4%	-21%[20 µM]	i	0.3	-4%
9	COc1ccc(NC(=O)CSc2nc(N)c(C(=O)Nc3ccc(N(C)C)cc3)s2)cc1	-33%	-19%	i	0.6	-45%
10	O=C(CSc1nnc(Nc2ccccc2F)s1)Nc1cccc(S(=O)(=O)N2CCCCC2)c1	42%	3%	i	0.9	0%
11	COc1ccc(C2CC(c3ccccc3)=NN2C(=O)COC(=O)c2ccc(Cl)nc2)cc1 (stereo not drawn)	-22%	-4%	i	0.4	0%
12	COc1ccc(-c2csc3ncnc(N4CCN(c5cccc(Cl)c5)CC4)c23)cc1	11%	31%	i	0.4	-22%

nr	Salmonella PhoP GFP	Siah-1 displacement	KOR beta-arrestin-2	HIV fusion peptide	LYP phosphatase
1	-2%	-14%	-5.1%	-2.7%	2%
2	-8%	7%	1.5%	-1.2%	-6%
3	1%	1%	5.8%	1.9%	-7%
4	3%	8%	-2.8%	0.5%	-10%
5	-1%	12%	-0.1%	1.8%	-7%
6	-10%	8%	7.5%	-2.0%	-4%
7	2%	4%	-4.1%	-2.0%	-5%
8	-3%	-7%	-4.5%	-1.3%	-3%
9	-7%	2%	-1.3%	-2.6%	1%
10	-5%	1%	16%	2.3%	2%
11	-2%	3%	-3.6%	-0.9%	5%
12	-2%	-3%	3.7%	2.1%	8%

nr	SMILES	NOD1 NF-kB reporter	KOR beta-arrestin-1	Myeloid diff 2	Myeloid diff 2 GFP+ MAC1+ %	NOD2 inhibition
13	Cc1nc2scc(-c3cccs3)c2c(=O)n1-n1cccc1	-11%	-9%	i	0.9	8%
14	O=C(CSc1ccccc1C(=O)O)c1ccccc1	-18%	-22%	i	2.1	4%
15	C/C(=N\NC(=O)Cn1ccc(C(F)(F)F)n1)c1ccc(N2CCOCC2)cc1	-6%	-18%	i	0.2	7%
16	O=C(NCCCn1ccnc1)C(=O)NCC1OCCN1S(=O)(=O)c1ccc(Br)cc1 (stereo not drawn)	-24%	14%	i	0.3	1%
17	O=C(NCc1cccnc1)c1ccc(COc2ccc(Cl)cc2)cc1	-10%	-20%	i	0.1	36%
18	O=C(COC(=O)c1cccs1)NCc1ccccc1	-8%	-18%	i	0.5	2%
19	Cn1cnc([N+](=O)[O-])c1Cl	-4%	18%	i	1.3	1%
20	CCOc1ccc(C(=O)NC2CCN(C(=O)Nc3ccc(F)cc3)CC2)cc1	-8%	4%	i	0.3	16%
21	CC(=O)N1CCN(c2ccc(NC(=O)c3ccc4c(c3)OCCO4)cc2Cl)CC1	-20%	-30%[20 µM]	i	0.7	-10%
22	Cc1ccn2c(-c3csc(NCc4ccccc4)n3)c(C)nc2c1	-2%	7%	i	1.5	10%
23	O=c1[nH]c2ccccc2cc1CN(Cc1cccnc1)S(=O)(=O)c1ccc([N+](=O)[O-])cc1	8%	-12%	i	5.6	8%
24	CCCCOc1ncnc2c1[nH]c1ccc(F)cc12	30%	-12%	i	0.8	11%

nr	Salmonella PhoP GFP	Siah-1 displacement	KOR beta-arrestin-2	HIV fusion peptide	LYP phosphatase
13	-9%	-5%	-4.0%	-0.8%	0%
14	-7%	1%	2.9%	1.4%	-8%
15	-2%	-1%	2.8%	-0.7%	-1%
16	4%	-8%	1.5%	0.6%	0%
17	-4%	5%	-0.6%	0.7%	1%
18	9%	-5%	2.3%	0.6%	-1%
19	-8%	-3%	6.1%	0.2%	-7%
20	3%	3%	-1.1%	0.6%	-6%
21	3%	2%	.	3.4%	0%
22	8%	-2%	4.3%	0.0%	-11%
23	-5%	0%	2.7%	-0.1%	0%
24	-8%	9%	-0.4%	3.1%	3%

Reprinted from the part before: four entries; new compounds follow.
nr	SMILES	NOD1 NF-kB reporter	KOR beta-arrestin-1	Myeloid diff 2	Myeloid diff 2 GFP+ MAC1+ %	NOD2 inhibition
21	CC(=O)N1CCN(c2ccc(NC(=O)c3ccc4c(c3)OCCO4)cc2Cl)CC1	-20%	-30%[20 µM]	i	0.7	-10%
22	Cc1ccn2c(-c3csc(NCc4ccccc4)n3)c(C)nc2c1	-2%	7%	i	1.5	10%
23	O=c1[nH]c2ccccc2cc1CN(Cc1cccnc1)S(=O)(=O)c1ccc([N+](=O)[O-])cc1	8%	-12%	i	5.6	8%
24	CCCCOc1ncnc2c1[nH]c1ccc(F)cc12	30%	-12%	i	0.8	11%
25	COc1ccc(N(CC(=O)Nc2ccccc2C)S(=O)(=O)c2ccccc2[N+](=O)[O-])c(OC)c1	-52%	-17%[20 µM]	i	0.3	7%
26	COc1cc(/C=C2/C(=N)N3OC(C)=CC3=NC2=O)ccc1OC(=O)c1ccco1	-38%	20%	i	0.4	-4%
27	C=CCOC(=O)C1=C(C)Nc2ncnn2C1c1cc(Br)ccc1F (stereo not drawn)	20%	-11%	i	0.9	5%
28	COC(=O)c1ccc(S(=O)(=O)N2C3CCC2CC(NC(=O)C2CC2)C3)cc1 (stereo not drawn)	-4%	-7%	i	4.0	12%
29	COc1cc(/C=N/Nc2cc(C)nc(NS(=O)(=O)c3ccc(C)cc3)n2)ccc1O	-16%	-5%	i	0.1	10%
30	COc1ccc(NC(=O)c2cc(S(=O)(=O)N3CCc4ccccc43)cn2C)cc1OC	-10%	-9%[20 µM]	i	4.4	13%
31	COC(C(=O)Nc1ccc(S(=O)(=O)N2CCCCC2)cc1)c1ccccc1 (stereo not drawn)	-16%	-21%	i	12	-6%
32	Clc1ccccc1OCCCOc1cccc2cccnc12	-1%	-14%[20 µM]	i	0.2	-17%
33	COc1ccc(N(CC(=O)NC2CCCCC2)C(=O)CCC(=O)Nc2nc(C)cs2)cc1	-28%	-4%	i	0.4	-10%
34	Cc1ccc(NC(=O)COC(=O)C2(c3ccc(Cl)cc3)CCCC2)cc1	11%	6%	i	0.4	-8%
35	O=C(Nc1cccc2ncccc12)c1ccc(Br)c([N+](=O)[O-])c1	-2%	26%	i	0.4	4%
36	Cc1ccc(C(=O)C(C)[n+]2cccc(C(N)=O)c2)cc1 (stereo not drawn)	-33%	-7%	i	0.4	2%

nr	Salmonella PhoP GFP	Siah-1 displacement	KOR beta-arrestin-2	HIV fusion peptide	LYP phosphatase
21	3%	2%	.	3.4%	0%
22	8%	-2%	4.3%	0.0%	-11%
23	-5%	0%	2.7%	-0.1%	0%
24	-8%	9%	-0.4%	3.1%	3%
25	3%	9%	.	0.4%	0%
26	-2%	1%	16%	3.3%	-3%
27	-8%	-4%	2.5%	-1.4%	-7%
28	6%	-1%	0.8%	-1.1%	-9%
29	-6%	-9%	-0.3%	-0.6%	0%
30	.	-1%	-6.2%	-1.2%	-8%
31	11%	-3%	3.4%	0.5%	-3%
32	16%	1%	1.8%	-0.1%	-10%
33	9%	5%	-1.0%	-1.9%	-9%
34	30%	4%	1.7%	3.1%	-8%
35	3%	5%	-7.2%	0.1%	-5%
36	-4%	-6%	-1.6%	-0.5%	-4%

nr	SMILES	NOD1 NF-kB reporter	KOR beta-arrestin-1	Myeloid diff 2	Myeloid diff 2 GFP+ MAC1+ %	NOD2 inhibition
37	Cc1cc(C)nc(Nc2n[nH]c(-c3ccccc3N)n2)n1	-4%	21%	i	0.1	-123%
38	CCOC(=O)/C(C#N)=C/c1c(N2CCN(c3ccccc3)CC2)nc2ccccn2c1=O	16%	14%	i	0.3	-26%
39	CN1CCCC(OC(=O)CCCCC(=O)OC2CCCN(C)C2)C1 (stereo not drawn)	4%	-4%	i	1.5	10%
40	COc1ccc(N(CC(=O)NC2CCCCC2)S(=O)(=O)c2c(C)[nH]c(=O)[nH]c2=O)cc1	-16%	-20%	i	1.9	1%
41	COc1nc(NC(C)=O)nc(C)c1Br	-10%	-13%	.	.	3%
42	O=C(c1ccccc1F)N1CCN(S(=O)(=O)c2ccc3ccccc3c2)CC1	2%	3%	i	0.8	10%
43	Cc1ccc(C)n1-n1c(C)nc2sc3c(c2c1=O)CCCCC3	-17%	11%	i	1.1	-3%
44	COC(=O)C(C)NC(=O)C(C)NC(=O)OCc1ccccc1 (stereo not drawn)	-6%	12%	i	0.5	6%
45	CCOC(=O)c1ccc2ncc(C(=O)OCC)c(NCCCN3CCOCC3)c2c1	8%	14%	i	0.2	-26%
46	COc1ccc(S(=O)(=O)CCC(=O)NCCc2ccc(Cl)cc2)cc1	-23%	-13%	i	8.7	11%
47	O=C(CSc1nc2c(c(=O)n1-c1ccccc1)SCC2)NCC1CCCO1 (stereo not drawn)	3%	0%	i	0.3	13%

nr	Salmonella PhoP GFP	Siah-1 displacement	KOR beta-arrestin-2	HIV fusion peptide	LYP phosphatase
37	.	4%	-0.7%	0.4%	-5%
38	9%	-4%	36%	5.0%	0%
39	-14%	4%	-4.4%	-0.4%	-4%
40	-10%	-2%	7.8%	20%	2%
41	-17%	-4%	8.2%	-1.3%	-7%
42	-5%	3%	-0.9%	2.9%	-6%
43	3%	6%	-5.7%	-2.3%	6%
44	3%	9%	-4.4%	-0.8%	-6%
45	7%	5%	5.4%	-1.1%	-4%
46	0%	-2%	1.5%	-2.7%	-3%
47	.	8%	1.2%	0.0%	-6%
